Screening results (PubChem)
DRD3 agonist: D3 dopamine receptor (human) agonism; AID 652048; actives 0.58% (n = 410,000); max activation, %; P35462; D3R DiscoveRx beta-arrestin cells, luminescence, 90 min; in the data active = max activation above about 30%; also: 0% is about no effect; mostly tested at two doses, the higher about 12 µM
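Cells at 1500/well, incubated overnight, then treated with pinned compounds (dopamine as control) for 90 min at 37 degrees C. DiscoveRx reagent added for 30 - 60 minutes at room temperature; luminescence read.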
EPAC2 antagonist: blocks human EPAC2 exchange factor; EPAC2 GEF exchange of Rap1B-BODIPY-GDP, fluorescence; Potency, µM (titrated, usually from 114 µM), for the others: at the top dose activity, negative = inhibition, most hits filed as inhibitors; actives 0.18% (n = 360,000); AID 720708; also: potency is read from the fitted curve at half-maximal effect; % is scaled to controls: 0 for no effect and ±100 for the full control effect; nearly all actives have a fitted effect of over 45% in size; many of its hits are not listed in these tables
Target sequence (Q8WZA2 whole entry, looked up): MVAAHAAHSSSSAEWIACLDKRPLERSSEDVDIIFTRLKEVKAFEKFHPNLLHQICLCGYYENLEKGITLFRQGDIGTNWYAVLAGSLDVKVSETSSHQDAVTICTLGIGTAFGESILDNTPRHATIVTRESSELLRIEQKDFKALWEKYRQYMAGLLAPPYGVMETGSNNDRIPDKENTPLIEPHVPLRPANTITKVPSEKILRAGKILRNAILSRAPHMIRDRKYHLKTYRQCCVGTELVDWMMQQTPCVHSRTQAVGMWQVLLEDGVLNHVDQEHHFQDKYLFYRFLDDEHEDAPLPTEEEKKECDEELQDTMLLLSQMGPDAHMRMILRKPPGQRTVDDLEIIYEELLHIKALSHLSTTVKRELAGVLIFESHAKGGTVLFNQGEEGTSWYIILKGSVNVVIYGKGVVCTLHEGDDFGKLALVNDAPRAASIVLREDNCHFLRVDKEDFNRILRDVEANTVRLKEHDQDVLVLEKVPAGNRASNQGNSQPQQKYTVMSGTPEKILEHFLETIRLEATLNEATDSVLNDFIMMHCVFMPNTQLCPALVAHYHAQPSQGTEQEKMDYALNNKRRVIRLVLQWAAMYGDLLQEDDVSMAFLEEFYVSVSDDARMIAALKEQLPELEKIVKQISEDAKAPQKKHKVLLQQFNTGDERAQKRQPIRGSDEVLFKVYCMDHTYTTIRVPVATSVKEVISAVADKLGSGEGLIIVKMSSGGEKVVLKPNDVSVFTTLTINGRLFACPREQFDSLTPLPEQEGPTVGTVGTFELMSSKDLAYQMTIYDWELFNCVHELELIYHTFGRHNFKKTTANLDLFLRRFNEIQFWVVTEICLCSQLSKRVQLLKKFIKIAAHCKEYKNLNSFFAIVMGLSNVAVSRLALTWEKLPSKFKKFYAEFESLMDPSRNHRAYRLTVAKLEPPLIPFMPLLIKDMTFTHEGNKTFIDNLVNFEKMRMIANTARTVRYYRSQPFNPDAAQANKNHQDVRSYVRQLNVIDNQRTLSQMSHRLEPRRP
EPAC2 agonist: EPAC2 (human) agonism | Q8WZA2 | EPAC2 activation, biochemical qHTS; response scale: 100% = 6.5 mM cAMP response | Potency, µM (top dose mostly 154 µM), without a hit: at the highest dose activation, hits mostly activators | actives 0.079% (n = 360,000) | AID 720711; also: potency is read from the fitted curve at half-maximal effect; nearly all actives have a fitted effect of over 50% in size
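Setup: EPAC2 100 nM, labeled Rap1B complex 250 nM, free GDP 50 uM. Compound titrations pinned in, brief spin, 5 min room temperature incubation. Kinetic fluorescence read over 30 min, normalized to 6.5 mM cAMP.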
FUS suppressor: suppressors of FUS proteinopathy in yeast | Potency, µM (doses to about 76.6 µM), inactives show at the top dose growth rescue (activation), usual class: activators | S. cerevisiae FUS-expressing, growth rescue, OD600, 24 h | actives 0.24% (n = 390,000);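 also: potency is read from the fitted curve at half-maximal effect; plate controls were DMSO vehicle for no effect and reference control for full effect; nearly all actives have a fitted effect of over 55% in size; some results filed as inactive show a strong effect at the top dose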
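Yeast FUS proteinopathy model; galactose-induced FUS (2%), starting OD 0.005. Cpds in dilution series, 24hr, 30C, 99% humidity. Abs 600 nm growth. Pos ctrl CP55940 (top 92uM final); neg ctrl DMSO.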
TDP-43 yeast inh: TDP-43 toxicity inhibition in yeast. Potency, µM (highest dose often 46.1 µM), for the others: top-dose growth rescue (activation), actives largely listed as activators. AID 652104. TDP-43 expressing yeast growth rescue, BacTiter-Glo, 24 h. actives 1.8% (n = 410,000); also: potency is read from the fitted curve at half-maximal effect; % of control where 0% means no effect; nearly all actives have a fitted effect of over 50% in size
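Yeast expressing TDP-43 (pregrown in raffinose, seeded at OD600=0.02 in galactose medium) exposed to compounds 24 hr at 30 deg C. Growth read by BacTiter-Glo luminescence; rescue of toxicity appears as increased signal.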
DRD3 antagonist: antagonists of human D3 dopamine receptor | P35462 | D3R cells, DiscoveRx beta-arrestin luminescence, antagonist mode; hits give low values | max response, negative = inhibition, % | actives 2.5% (n = 360,000) | AID 652054; in the data active = max response below about -50%; inconclusive = no clear call, values can overlap the other calls; also: % is scaled to controls: 0 for no effect and ±100 for the full control effect; mostly tested at two doses, the higher about 12 µM
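Cells plated overnight at 1500 cells/well, then exposed to library compounds with dopamine controls for 90 minutes at 37 degrees C. DiscoveRx reagent added for 30–60 minutes at room temperature; luminescence read, quantitative HTS format.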
Abeta rescue: A-beta toxicity reversal in yeast; yeast expressing A-beta42, growth rescue, OD600, 48 h; response scale: 0% DMSO, 100% iron-clioquinol control; Potency, µM (titrated, usually from 46.1 µM), for inactives: at the top dose growth rescue, most hits filed as activators; actives 0.063% (n = 410,000); AID 1347071; also: potency is read from the fitted curve at half-maximal effect; nearly all actives have a fitted effect of over 55% in size
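Growth rescue measured by 600 nm absorbance after 48 h yeast culture at 30 C with compound. Values normalized between DMSO and an equimolar ferric chloride plus clioquinol control.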
aSyn rescue: alpha-synuclein toxicity inhibition in yeast; Yeast expressing alpha-synuclein, growth rescue, BacTiter-Glo, 24 h; Potency, µM (titrated, usually from 46.1 µM), for the others: at the highest dose growth rescue (activation), actives largely listed as activators; actives 0.14% (n = 370,000); also: potency is read from the fitted curve at half-maximal effect; % of control where 0% means no effect; nearly all actives have a fitted effect of over 65% in size
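Rescue of yeast growth: cells expressing toxic alpha-synuclein, induced in galactose at OD600 0.02, incubated with compound 24 h at 30 C. ATP luminescence quantified growth; inhibitors of toxicity appear as activators.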
* = called active by the depositor; ? = inconclusive; / = not tested or not shown; & = joins results of further samples; [ ] = dose if it differs, or a comment. Unless noted, calls follow the shape of the dose curve; as a rule, active = well fitted curve in the direction sought with a large enough effect; inconclusive = small, poorly fitted or top-dose-only effect, or another doubt; inactive = no such curve, though single readings can be large; an effect the other way counts as inactive or inconclusive. This is a subset, so the mix of outcomes need not match the whole.

SMILES | DRD3 agonist | EPAC2 antagonist | EPAC2 agonist | FUS suppressor | TDP-43 yeast inh | DRD3 antagonist | Abeta rescue | aSyn rescue
Nc1nonc1C(=O)NCCNc1ccc([N+](=O)[O-])cc1 | -16.0 | 1.0% | 14.1% | 12.3% | -1.0% | -24.9 | 4.3% | -5.9%
COc1ccc(CC(=O)OCC(=O)c2ccc(OC)cc2)cc1 | 2.2 | -3.2% | 6.9% | 13.8% | 2.5% | -21.6 | 3.8% | 1.9%
CCCNC(=O)COC(=O)CCC(=O)c1cccs1 | 1.2 | 11.3% | 5.8% | 21.8% | -2.2% | 4.0 | -10.1% | -5.6%
COc1cc(C(=O)OCC(=O)c2cc(C)n(C)c2C)cc(OC)c1OC | -3.1 | -3.0% | -6.8% | 23.7% | 0.0% | -6.6 | 4.8% | -1.7%
Cc1c(Cl)c(-c2n[nH]c(=S)n2-c2ccccc2)nn1C | 4.3 | 8.8% | 2.3% | 7.2% | -18.4% | -2.9 | -0.7% | 0.1%
COc1cccc2c3c(c(C)nc12)CC(C)O3 (stereo not given) | 1.6 | -3.2% | -2.1% | 7.6% | 6.1% | 10.9 | -4.1% | -1.5%
Cc1c(Cl)cccc1NC(=O)Nc1nnc(N2CCCCCC2)s1 | -3.2 | / | / | -19.1% | 19.9%[9.22 µM] | / | -8.7% | /
COc1cc2c(cc1OC)C(C(=O)NCc1cccnc1)C(c1cccnc1)N(C)C2=O (stereo not given) | -2.1 | 1.5% | 2.0% | 21.4% | 1.7% | -7.9 | 4.5% | -4.2%
COc1ccccc1C(=O)NC(=O)Cn1nc(C)c([N+](=O)[O-])c1C | -2.0 | 8.3% | 4.8% | 4.6% | 12.2% | 2.9 | 12.5% | 2.1%
Brc1ccc(-c2noc(COc3ccc4c(c3)CCC4)n2)o1 | -2.8 | -7.7% | 10.8% | -15.8% | 10.3% | 22.6 | 12.6% | 0.6%
CCOc1ccc(NC(=O)C2CCCN(S(=O)(=O)c3ccc4c(c3)CC(C)N4C(C)=O)C2)cc1 (stereo not given) | 2.4 | 14.9% | -15.3% | 24.0% | -5.8% | 2.3 | 17.7% | 0.0%
COc1ccc(-c2cc(-c3nc(-c4cc(OC)c(OC)c(OC)c4)no3)[nH]n2)c(OC)c1 | 5.6 | / | / | 17.9% | 11.5% | / | 0.3% | /
COc1ccc(S(=O)(=O)Cc2ccc(C(=O)NC3CCCCCC3)o2)cc1 | -3.5 | -1.7% | 8.5% | 19.9% | 20.8% | 20.6 | -6.9% | -8.4%
COc1ccc(C(=O)NC2CCC(O)CC2)cc1S(=O)(=O)NCc1ccc(Cl)cc1 (stereo not given) | -17.4 | 3.8% | 11.8% | 2.7% | -15.2% | ? | -10.4% | -0.7%
O=c1cc(O)c(-c2ccccc2)c(Cl)[nH]1 | -1.3 | -0.7% | 1.7% | -7.2% | 20.2% | 16.3 | -7.4% | -0.4%
CC(NC1CCN(Cc2ccccc2)CC1)c1ccc(F)cc1 (stereo not given) | -9.2 | -8.2% | -4.4% | -9.8% | -17.3% | 0.8 | 5.0% | 3.6%
Cn1c(CN2CCCCC2)nc2cc(NC(=O)c3ccccc3Cl)ccc21 | -13.5&-21.6 | 8.4% | -0.5% | 14.6%&31.0% | -0.1%&-21.6% | 14.9 | -10.6%&-6.4% | -3.5%
Brc1ccc(OCCCN2CCOCC2)cc1 | -20.7 | 0.0%[57.1 µM] | -0.2% | 6.7% | -4.8% | ? | 7.8% | -2.1%
CCOC(=O)c1nc(C)c(C(C)=O)s1 | 18.8 | 4.9% | 5.5% | -26.3% | -2.5% | -13.6 | -10.5% | -6.5%
CCN(CC(=O)Nc1ccc2c(c1)OCCO2)C(=O)/C=C/c1cccc(C(F)(F)F)c1 | 3.6 | -13.2% | 6.7% | 31.1% | ? | 1.5 | 5.3% | 14.9%
COC(=O)c1ccc(COC(=O)C(NC(=O)Cc2ccccc2)C(C)C)cc1 (stereo not given) | -0.4 | -8.8% | 5.7% | 20.6% | -16.0% | -6.8 | 14.5% | -4.4%
Cc1c(OCc2ccc([N+](=O)[O-])cc2)ccc2c3c(c(=O)oc12)CCC3 | -1.9 | 0.9% | 4.2% | 35.3% | 26.2% | 12.4 | -2.8% | -3.8%
CCOC(=O)C1(C)C=C(Nc2ccc(Br)cc2)C(=O)N1c1ccccc1 (stereo not given) | 2.3 | / | / | -28.1% | 10.8% | / | -0.4% | /
C[C@@H]1CN([C@@H](C)CO)C(=O)c2cc(NC(=O)Nc3ccc4c(c3)OCO4)ccc2O[C@H]1CN(C)S(=O)(=O)c1ccc(F)cc1 | -16.2 | 4.0% | 7.9% | ? | -1.7% | ? | -5.7% | -1.8%
O=C(Cn1nc(-c2ccccc2)ccc1=O)NCC1COCCO1 (stereo not given) | 15.4 | 0.9% | 12.6% | -8.3% | -5.3% | 14.7 | 3.6% | -8.0%

Gathered by group: the entries above containing a furan ring, fused or not.
SMILES | DRD3 agonist | EPAC2 antagonist | EPAC2 agonist | FUS suppressor | TDP-43 yeast inh | DRD3 antagonist | Abeta rescue | aSyn rescue
Brc1ccc(-c2noc(COc3ccc4c(c3)CCC4)n2)o1 | -2.8 | -7.7% | 10.8% | -15.8% | 10.3% | 22.6 | 12.6% | 0.6%
COc1ccc(S(=O)(=O)Cc2ccc(C(=O)NC3CCCCCC3)o2)cc1 | -3.5 | -1.7% | 8.5% | 19.9% | 20.8% | 20.6 | -6.9% | -8.4%

Next part.
SMILES | DRD3 agonist | EPAC2 antagonist | EPAC2 agonist | FUS suppressor | TDP-43 yeast inh | DRD3 antagonist | Abeta rescue | aSyn rescue
COc1cc(/C=N\NC(=O)C(C)(C)O)ccc1OC/C=C/c1ccccc1 | -8.5 | -17.9% | -2.2% | 26.3% | 3.9% | -26.6 | -15.7% | -10.4%
O=C(COc1ccccc1)Nc1nnc(-c2ccc(Cl)s2)o1 | 5.0 | -3.5% | -2.8% | -19.4% | 8.91µM* | -8.1 | ? | 17.8µM*
CC(C)(C)c1cc(NS(=O)(=O)c2cccs2)no1 | 6.6 | 6.5% | 10.8% | -12.7% | ? | 6.9 | ? | 10.1%
CC(C)(C)OC(=O)NC(CNCc1ccccc1)Cc1ccccc1 (stereo not given) | -16.2 | -3.2% | -4.5% | -15.2% | 5.8% | ? | 12.8% | 4.2%
COCCN1CCN(Cc2ccc(C(=O)NC(C)C)cc2)C(=O)C1=O | -0.7 | / | / | -26.9% | 23.0% | / | -5.4% | /
COC(=O)c1ccc2nc(-c3ccc(C#N)cc3)c(Cc3cccc(F)c3)n2c1 | 0.4 | 6.3% | 17.0% | 23.3% | ? | 5.0 | -3.4% | 6.0%
CCOc1ccc(NC(=O)CC2C(=O)N(c3ccccc3)C(=O)N2Cc2ccccn2)cc1 (stereo not given) | 0.2 | -4.9% | 6.6% | 10.2% | -14.7% | -10.4 | 17.0% | 0.5%
COc1cc(/C=C(\C#N)c2ccccn2)cc(OC)c1O | -3.1 | -5.8% | 7.8% | 0.6% | 23.7% | -12.9 | -14.7% | 0.7%
CCN(C(=O)COC(=O)c1ccccc1Cc1ccccc1)C1CCS(=O)(=O)C1 (stereo not given) | 0.8 | -9.2% | 2.1% | 0.8% | -10.1% | 3.0 | 10.4% | 0.3%
CCC1(O)CC2CN(CCc3c([nH]c4ccccc34)C(C(=O)OC)(c3cc4c(cc3OC)N(C=O)C3C(O)(C(=O)OC)C(OC(C)=O)C5(CC)C=CCN6CCC43C65)C2)C1 (stereo not given) | -7.2 | 5.1% | -4.4% | / | 18.7% | -23.7 | 0.3% | 4.3%
CCCCn1c(-c2c(Cl)c(C)nn2C)n[nH]c1=S | 1.6 | 0.7% | 2.0% | 10.4% | 26.4% | -14.5 | 6.4% | 0.1%
O=C(CC1C(=O)NCCN1CC1CCCCC1)NCc1ccc(Cl)cc1 (stereo not given) | 0.3 | -14.5% | -9.5% | 10.2% | 2.4% | 0.0 | 6.3% | 4.0%
Clc1ccccc1CSc1nncn1NC/C=C/c1ccccc1 | -3.9 | -20.3% | 12.5% | / | 0.0% | 5.4 | 0.0% | 22.8%
NC(=O)c1cc([N+](=O)[O-])ccc1NCc1ccccn1 | 4.7 | 2.9% | 4.2% | -25.9% | ? | -1.7 | -2.0% | 2.2%
COc1ccc(OC)c(-c2csc(NC(=O)COC(=O)C3CCC3)n2)c1 | 2.0 | -11.3% | 15.7% | -8.1% | 32.1% | 5.1 | ? | -8.4%
O=C(O)C1CCCCN1S(=O)(=O)c1ccc(Cl)s1 (stereo not given) | -0.5 | -1.3% | 4.1% | -4.5% | 7.4% | -8.6 | -8.5% | 0.0%
COc1cccc(-c2nc(CC(=O)O)cs2)c1OC | -5.8 | -1.8% | -0.3% | 15.2% | 13.1% | 8.8 | 7.0% | -3.7%
CCCCNC(=O)NS(=O)(=O)c1ccc(NC(=O)C(NC(N)=O)C(C)CC)cc1 (stereo not given) | -10.1 | 2.7% | 12.1% | -5.1% | -10.3% | 0.0 | 5.2% | -0.8%
CC(=O)Nc1ccc(NC(=O)c2ccc(OCc3c(C)noc3C)cc2)cc1 | -5.5 | -0.5% | 9.2% | -6.6% | -12.0% | 0.0 | -4.5% | -6.6%
COc1c(N2CCN(C(=S)NCc3ccccc3)C(C)C2)c(F)cc2c(=O)c(C(=O)O)cn(C3CC3)c12 (stereo not given) | -7.9 | -5.4% | 3.4% | ? | -4.0% | ? | -17.8% | -8.2%
CC(=O)NCCNC(=O)C1(C)Cc2c(-c3ccc(NC(C)=O)cc3)ccnc2O1 (stereo not given) | 6.7 | 15.0% | 3.3% | -21.9% | -15.5% | 16.5 | -5.3% | -0.3%
COc1ccc(NS(=O)(=O)c2ccc3oc(SC)nc3c2)cc1 | 4.0 | -6.5% | 4.7% | 9.2% | 18.1% | 17.9 | -4.9% | 2.4%
CCOC(=O)N/N=C/c1c(C)nn(-c2cccc(C(F)(F)F)c2)c1Cl | -1.2 | -16.7% | -11.2% | -1.3% | 12.6µM* | 7.8 | ? | -22.5%
Cc1ccccc1-c1nnn(CC(=O)Nc2ccc3c(c2)OCO3)n1 | 2.8 | 1.0% | -0.9% | -21.5% | ? | 16.3 | 6.2% | -1.6%

2 compounds from above, limited to DRD3 agonist and FUS suppressor:
| canonical_smiles | DRD3 agonist | FUS suppressor |
| --- | --- | --- |
| COc1ccc(OC)c(-c2csc(NC(=O)COC(=O)C3CCC3)n2)c1 | 2.0 | -8.1% |
| O=C(O)C1CCCCN1S(=O)(=O)c1ccc(Cl)s1 (stereo not given) | -0.5 | -4.5% |
